# High-throughput results deposited in PubChem by National Center for Advancing Translational Sciences (NCATS).
# 12-LOX inh – blocks human arachidonate 12S-lipoxygenase. Potency, µM (doses to about 108 µM), for the others: at the highest dose activity change, negative = inhibition, hits mostly inhibitors. 580,000 tested, 1.1% active. purified 12hLO, xylenol orange hydroperoxide absorbance; active = well fitted inhibition curve with a large enough effect; inconclusive = small, poorly fitted or top-dose-only effect, or another doubt; inactive = no such curve, though single readings can be large or run the other way
# Target sequence (P18054 whole entry, looked up): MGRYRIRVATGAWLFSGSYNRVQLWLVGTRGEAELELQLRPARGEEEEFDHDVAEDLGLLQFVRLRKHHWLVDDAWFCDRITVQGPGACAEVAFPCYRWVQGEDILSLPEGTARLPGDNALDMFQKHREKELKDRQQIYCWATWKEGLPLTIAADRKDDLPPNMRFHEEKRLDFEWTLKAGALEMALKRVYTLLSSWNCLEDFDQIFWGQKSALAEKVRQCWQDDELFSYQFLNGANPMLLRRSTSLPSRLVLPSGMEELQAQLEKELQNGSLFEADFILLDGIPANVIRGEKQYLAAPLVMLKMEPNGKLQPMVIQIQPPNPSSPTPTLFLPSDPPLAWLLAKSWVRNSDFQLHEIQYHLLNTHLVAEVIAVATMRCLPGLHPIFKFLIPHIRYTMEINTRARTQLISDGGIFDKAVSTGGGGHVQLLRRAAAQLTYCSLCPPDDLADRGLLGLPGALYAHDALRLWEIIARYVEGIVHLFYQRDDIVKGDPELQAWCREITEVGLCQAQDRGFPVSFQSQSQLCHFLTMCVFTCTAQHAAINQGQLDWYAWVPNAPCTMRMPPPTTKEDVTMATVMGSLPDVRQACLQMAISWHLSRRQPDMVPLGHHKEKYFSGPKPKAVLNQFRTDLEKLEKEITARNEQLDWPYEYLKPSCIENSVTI
#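 Hydroperoxide product was detected by ferrous iron/xylenol orange as the 573 to 405 nm absorbance ratio. Arachidonic acid at 40 uM (final) was turned over for 30 min at room temperature by 150 nM human 12hLO, pH 7.0 Hepes buffer, after 15 min compound preincubation.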
# Numbers without * were called inactive; ? = inconclusive; [ ] = remark or other dose. % is set by controls: 0 for no effect and ±100 for the full control effect; potency is the fitted concentration of half-maximal effect. This is a subset (hit frequency here may not be typical).
no.	smiles	12-LOX inh
1	O=C(COC(=O)c1ccc(OCC2CCCO2)cc1)c1ccc2c(c1)OCO2 (stereo not drawn)	-27.7%
2	Cc1ccc(NC(=O)CCc2ncc(-c3ccccc3F)o2)c(C)c1	31.6%
3	CSc1ccc(Oc2cccc3c2S(=O)(=O)N(C2CC2)C[C@@H](COCc2ccccc2)O3)cc1C	2.1%
4	Cc1nc(C)c(C(=O)N2CCCC(C(=O)NCc3ccccc3)CCNC(=O)CC2)s1 (stereo not drawn)	-1.7%
5	CC[C@H](NC(=O)[C@H](Cc1ccccc1)NC(=O)[C@H]1O[C@@H](n2cnc3c(=O)[nH]c(N)nc32)[C@H](O)[C@@H]1O)c1ccccc1	9.9%
6	CCOC(=O)C1=CN(CC(=O)N(C)c2cccc(C)c2)S(=O)(=O)N=C1C	-5.3%
7	O=S(=O)(Nc1nc2ccccc2nc1Nc1cccc(Br)c1)c1cccs1	?
8	Cc1ccc(-n2c(C3CCN(C(=O)Cc4cccc(C)c4)CC3)n[nH]c2=O)cc1	-15.8%
9	Cn1nc2n(c1=O)CCN(C(=O)c1ccc(F)cc1F)CC2	29.0%
10	Cn1cnc(S(=O)(=O)N2CC[C@H]3C(=O)NCCCCCCN(Cc4ccncc4)[C@@H]3C2)c1	38.9%[activator]
11	CCC1(C(=O)NCc2cccc(C(F)(F)F)c2)CCCCC(=O)N1 (stereo not drawn)	2.7%
12	O=C(c1cccc(OC(F)F)c1)N1CCC(NS(=O)(=O)c2cccs2)CC1	1.2%
13	Cc1cccn2cc(C(=O)N3CCC4(CCCN(CC5CCC5)C4=O)C3)nc12 (stereo not drawn)	15.5%
14	CC(C)C(NC(=O)COc1cc(Cl)ccc1Cl)c1nc2ccccc2[nH]1 (stereo not drawn)	-15.6%
15	O=C(OCc1ccc(F)cc1)c1cccc(S(=O)(=O)N2CCCCC2)c1	1.0%
16	CCOC(=O)C1=C(C)N(C)C(=O)NC1c1ccc(Br)s1 (stereo not drawn)	-21.8%
17	COC(=O)c1ccccc1NC(=O)CN(c1ccnn1C(C)C)S(=O)(=O)c1ccccc1	23.6%
18	Cc1ccc(S(=O)(=O)N2CCC([C@H](C#N)c3ccccc3)CC2)cc1	-14.7%
19	O=C(c1cccs1)N1N=C(c2ccc(Cl)cc2)CC1c1ccc2nccnc2c1 (stereo not drawn)	?
20	CCc1ccc(-c2noc(CCC(=O)Nc3nc4ccccc4n3CC)n2)cc1	9.6%
21	COC(=O)C(NC=O)C(O)(C#Cc1ccccc1)C(F)(F)F (stereo not drawn)	-25.0%
22	O=C(NC1CCN(c2cc(-c3cccs3)[nH]n2)C1)c1cc2ccccc2[nH]1 (stereo not drawn)	-4.4%
23	COc1cccc(C(O)CNC(=O)C2CCN(C(=O)C3CCC3)CC2)c1 (stereo not drawn)	70.6%[activator]
24	CC(C)c1cccc(C(C)C)c1NC(=O)c1cccs1	2.6%
25	O=C(c1ccccc1F)N1CCN(C(=O)c2c[nH]c3ccccc23)CC1	31.0%[activator]
26	CCC(C)C(CO)NCCCn1cnc2c(OCc3ccccc3)ncnc21 (stereo not drawn)	35.5%[activator]
27	CNc1snc(C)c1C(=O)NCCc1ccccc1	29.2%
28	Cc1cccc(CNC(=O)c2ccc3c(c2)N(C)C2CCCN2C3=O)c1 (stereo not drawn)	2.7%
29	CCCc1sc(NC(=O)CC[C@H]2NC(=O)c3ccccc3NC2=O)nc1C(=O)OC	6.4%
30	COCCN1CCCCCC(O)c2cc(C(=O)NCc3ccc(C)o3)ccc21 (stereo not drawn)	45.3%
31	C[C@H](C(=O)N1Cc2ccccc2CC2(CCN(CC3CCNCC3)CC2)C1)c1ccccc1	?
32	CC(=O)C1=C(C)CC2C3CC=C4CC(O)CCC4(C)C3CCC12C (stereo not drawn)	?
33	NCCCCn1ccnc1	-14.2%
34	O=C(NCc1ccncc1)c1cc(-c2ccncc2)nc2ccccc12	?
35	CCOc1ccc(C(=O)N[C@H]2CC[C@H]2NC2CCOCC2)cc1Cl	0.3%
36	Cc1cn2nc(C(=O)N3CCC(NC(=O)c4nccc5ccccc45)CC3)cc2c(=O)[nH]1	-1.3%
37	O=C(Nc1c(NCC2CCCCC2)c2ccccc2oc1=O)c1cccs1	-5.9%
38	CN(C)[C@@H]1CN(C(=O)C2CC2)CC[C@@H]1CO	44.7%[activator]
39	Cc1cc(C(F)(F)F)nc(NNc2nc(C)cc(C(F)(F)F)n2)n1	22.9%
40	O=C(c1ccc(C(F)(F)F)cc1)N1CCCC(c2nn(-c3ccc(F)cc3)c(=O)[nH]2)C1 (stereo not drawn)	?
41	CC1(C(=O)Nc2cccc(OC(F)(F)F)c2)Cc2c(-c3cccc(C(F)(F)F)c3)ccnc2O1 (stereo not drawn)	?
42	CN1CCN(C(=O)CCn2cnc3c2c(=O)n(C)c(=O)n3C)CC1	-27.6%
43	Cn1cc([C@@H](NC(=O)c2ccc3c(c2)OCC(=O)N3)C2CC(O)C2)cn1 (stereo partly drawn)	39.0%[activator]
44	CC(=O)N1[C@@H]2Cn3c(ccc(-c4ccccc4F)c3=O)[C@H]1[C@@H](C(=O)N1CCOCC1)[C@@H]2CO	-1.4%
45	O=C(NCc1cc(F)ccc1F)C1CCN(c2cn[nH]c(=O)c2)C1 (stereo not drawn)	18.8%
46	Cc1ccc(C(=O)Nc2nc(-c3nnn(-c4ccc(F)cc4F)c3C)ns2)cc1C	-4.8%
47	O=C(Nc1nnc([C@@H]2C[C@H](O)[C@@H](CO)O2)s1)c1cccc(C(F)(F)F)c1	0.0%
48	Cc1ccc(NC(=O)CCc2ccc(C)s2)c(C)c1	32.6%[activator]
49	O=C(CCc1ncc(-c2ccc(Cl)cc2)o1)Nc1ccc2ccccc2c1	?
50	Cc1ccc(-c2ccc3nnc(CNC(=O)C4(c5ccccc5)CC4)n3n2)cc1	?
51	NC(CSC1(c2ccc(F)cc2)c2ccccc2-c2ccccc21)C(=O)O (stereo not drawn)	?
52	CCCn1cnc2nc(CSc3ccccc3NC(=O)c3ccccc3C)cc(=O)n21	?
53	COCC1CCCN(Cc2ccc3c(c2)CN(C(=O)c2cn4ccc(C)cc4n2)CCO3)C1 (stereo not drawn)	5.2%
54	Cc1cccc(C)c1NC(=O)C1(C)CN(S(C)(=O)=O)CC(=O)N1Cc1ccc2c(c1)OCO2 (stereo not drawn)	1.1%
55	COc1nccc(N2CCC(CC(=O)N(C)CCCc3c(C)nn(C)c3C)CC2)n1	23.0%
56	CCn1ncc(Cl)c1CNC(=O)C1CCCN(S(=O)(=O)c2cnn(C)c2C)C1 (stereo not drawn)	20.2%

# Carrying on:
no.	smiles	12-LOX inh
57	O=C(O)c1ccc(/C=C/C(=O)c2cccc(Br)c2)cc1	-13.4%
58	CNC(=O)c1ccc2c(c1)OCCN(c1cccc(OC(F)(F)F)c1)C2	18.0%[176 µM]
59	Cc1ccccc1CC(=O)N1CCN(C(=O)c2nnn3c2COC(c2ccccc2)C3)CC1 (stereo not drawn)	2.9%
60	COc1ccc(NC(=O)C2c3ccccc3OCC(=O)N2Cc2ccco2)cc1 (stereo not drawn)	9.7%
61	CCN(Cc1ccccc1)C(=O)Cn1cc(C#N)c2ccccc21	16.0%
62	Cc1c(CN2CCC(c3nnc(CN(C)C)n3C)CC2)cc(C#N)n1C	33.1%[activator]
63	CN1CCCC2(CCN(C(=O)Nc3ccccc3-c3ccccc3)C2)C1=O (stereo not drawn)	-8.4%
64	COCCc1noc(-c2ccccc2OC2CN(C(=O)c3ccccc3OC)C2)n1	40.3%[activator]
65	CSC[C@H]1CN(CCc2ccccc2)C(=O)[C@@H]1CC(=O)Nc1ccc(Br)cc1	?
66	CC(=O)c1ccc(NC(=O)[C@@]2(CC(=O)O)CC(c3ccc(F)cc3)=NO2)cc1	?
67	Cc1cccc(CNC(=O)Cc2ccc(N(Cc3ccc(F)cc3)C(=O)c3ccco3)cc2)c1	37.6%[activator]
68	Cc1cc(-c2cnc3n[nH]c(-c4ccc5c(c4)OCO5)c3n2)ccn1	22.9%[176 µM]
69	O=C(c1cccnc1)N1CCC2(CC1)C(=NC1CCCCC1)NC(=O)N2c1cccnc1	4.3%
70	O=C1CN(C(=O)CCc2ncc(-c3ccccc3)o2)CCN1	-5.5%
71	CC(C)N1C(=O)CO[C@H](c2ccc(NC(=O)c3ccccc3)cc2)[C@H]1CO	52.0%[activator][176 µM]
72	CCC(C)NC(=O)Cc1csc(NC(=O)Nc2ccccc2OC)n1 (stereo not drawn)	?
73	O=C(c1ccco1)N(Cc1cccs1)C1CC1	34.9%
74	COc1ccc(NC(=O)c2ccc3c(c2)OCCN(Cc2ncccn2)C3)cc1F	9.6%[176 µM]
75	CCCn1c(N)c(N2CCOCC2)c(=O)n(CC(=O)NCc2ccc(C)cc2)c1=O	3.7%
76	COc1cc(OC)c(/C=C(\C#N)C(=O)O)cc1Br	-20.4%
77	COc1ccc(-c2nnc(SCC(=O)Nc3ccccc3)[nH]c2=O)cc1	42.4%[activator]
78	CCc1noc([C@@H]2CC(F)(F)CN2C(=O)COc2ccc(F)cc2)n1	10.9%
79	CS(=O)(=O)c1ccc2nc(NC(=O)Cc3ccc(Br)cc3)sc2c1	-4.2%
80	Cc1ccccc1-n1nc(-c2c(C)nc3c(OCC(=O)OC(C)(C)C)cccn3c2=O)cc1C	19.1%
81	COc1cccc(S(=O)(=O)N2CCCN(C(=O)C3CC3)c3ccccc32)c1	24.8%
82	CCCOc1cccc(-c2cc(C(=O)NC(C)C)c3ccccc3n2)c1	?
83	COc1cccc(CC(=O)N2CCOCCNC(=O)[C@@H]3CCC[C@@H]32)c1	57.5%[activator]
84	CC1Oc2ccc(NC(=O)C3CCCC3)cc2CN(Cc2ccccc2F)C1=O (stereo not drawn)	0.6%
85	CSc1ccc(/C=C/C(=O)c2ccc3c(c2)NC(=O)CO3)cc1	?
86	CC(C)(C)C(=O)/C=c1/[nH]c(=O)/c(=C/c2ccc(C(F)(F)F)cc2)s1	20.0%
87	N#Cc1ccc(SCc2ccccc2)cc1SCc1ccccc1	13.9%
88	CCCCS(=O)(=O)N1CCCC(c2[nH]ccc2C(=O)NC)C1 (stereo not drawn)	21.8%

# By substructure: the entries above with a CF3 group.
no.	smiles	12-LOX inh
11	CCC1(C(=O)NCc2cccc(C(F)(F)F)c2)CCCCC(=O)N1 (stereo not drawn)	2.7%
21	COC(=O)C(NC=O)C(O)(C#Cc1ccccc1)C(F)(F)F (stereo not drawn)	-25.0%
39	Cc1cc(C(F)(F)F)nc(NNc2nc(C)cc(C(F)(F)F)n2)n1	22.9%
40	O=C(c1ccc(C(F)(F)F)cc1)N1CCCC(c2nn(-c3ccc(F)cc3)c(=O)[nH]2)C1 (stereo not drawn)	?
41	CC1(C(=O)Nc2cccc(OC(F)(F)F)c2)Cc2c(-c3cccc(C(F)(F)F)c3)ccnc2O1 (stereo not drawn)	?
47	O=C(Nc1nnc([C@@H]2C[C@H](O)[C@@H](CO)O2)s1)c1cccc(C(F)(F)F)c1	0.0%
58	CNC(=O)c1ccc2c(c1)OCCN(c1cccc(OC(F)(F)F)c1)C2	18.0%[176 µM]
86	CC(C)(C)C(=O)/C=c1/[nH]c(=O)/c(=C/c2ccc(C(F)(F)F)cc2)s1	20.0%

# More entries
no.	smiles	12-LOX inh
89	O=C(OCc1ccccc1)N1CCC2CC1c1ccc(/C=C/CCCCl)cc12 (stereo not drawn)	?
90	O=C(O)c1ccc(-n2c(/C=C/c3cccc(O)c3)nc3ccccc3c2=O)cc1	?
91	Cc1ccc2c(c1)NC(SCC(=O)Nc1cccc(Br)c1)=NS2(=O)=O	?
92	Cc1cc(=O)n(CC(=O)Nc2ccc(Cl)cc2F)c(N(C)Cc2ccccc2)n1	8.8%
93	Cc1c(Cc2ccccc2)c(=O)oc2cc(OCc3ccc(C(C)(C)C)cc3)ccc12	?
94	COc1ccccc1NC(=O)Cc1c[nH]c2ccccc12	5.7%
95	C[S+](=O)([O-])CCn1ncc2cc(OCC3CCN(C(=O)OC4CCCC4)CC3)ccc21	-9.0%
96	COc1ccc(N2CC3CCC(C2)N3C(=O)NC(C)C)cc1	3.6%[6.33 µM]
97	COc1ccc(CNC(=O)N2CCn3nnc(CCC(=O)N4CCOCC4)c3C2)cc1	35.2%[activator]
98	COc1ccc(C(=O)N2CCC3(CC2)CC(Cc2nc(-c4cnccn4)no2)CCO3)c(OC)n1 (stereo not drawn)	41.1%[activator]
99	CC(C)c1nccn1Cc1cc(C(=O)NCc2cc(C(C)(C)C)n[nH]2)n[nH]1	27.3%
100	CCn1nc(C(=O)N2CC(C(=O)N(C)C)Oc3ccccc32)c2ccccc2c1=O (stereo not drawn)	10.0%
101	Nc1[nH]c(C(=O)c2ccccc2)c(-c2ccc3ccccc3c2)c1C(=O)NC1CC1	-5.7%
102	N#Cc1ccc(C2Nc3ccccc3C(=O)N2c2ccc(Cl)cc2)cc1 (stereo not drawn)	-26.1%
103	CCCCCC(=O)N1C[C@@H](O)[C@H](n2cc(-c3ccc(F)cc3)nn2)C[C@@H]1c1ccc(C)cc1	-24.4%
104	O=C1C(n2ccc3ccccc32)c2ccccc2N1Cc1ccc(Cl)nc1 (stereo not drawn)	?
105	CCCn1nc(C(=O)Nc2nc(C)c(C(C)=O)s2)c2ccccc2c1=O	?
106	COCc1cc(C[C@H]2CNCC[C@H]2CC(=O)N2CCN(c3ccccc3OC)CC2)no1	4.7%
107	O=C(Nc1ccccc1)[C@H]1[C@H](CO)[C@H]2Cn3c(cccc3=O)[C@H]2N1C(=O)C1CC1	0.2%
108	CC1(C(=O)NCc2ccc3c(c2)OCO3)CCc2cnc(NCc3ccccc3)nc21 (stereo not drawn)	0.6%[176 µM]
109	Cn1nccc1C(=O)N[C@@H]1CN(c2ncccn2)C[C@H]1CO	68.9%[activator]
